Screening data: PubChem BioAssay, National Center for Advancing Translational Sciences (NCATS)
Vif-A3G inh: inhibitors of Vif-APOBEC3G interaction; HeLa A3G-eYFP + Vif (tagged APOBEC3G with the HIV-1 protein that degrades it), YFP fluorescence, overnight; AID 602310; 410,000 tested, 0.076% active; Q9HC16; Potency, µM (doses to about 46.1 µM), for inactives: at the top dose activity, negative = active, most hits filed as inhibitors;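 also: potency is read from the fitted curve at half-maximal effect; % is scaled to controls: 0 for no effect and ±100 for the full control effect; nearly all actives have a fitted effect of over 60% in size; hits raise eYFP signal because A3G escapes Vif-driven loss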
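Read-out is eYFP fluorescence (Ex 488/Em 500-530) from Vif-expressing HeLa A3G-eYFP cells; more signal means A3G escaped Vif-mediated degradation. Cells plated overnight, compound pinned in, incubated overnight at 37 deg C.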
RXFP1 antag: RXFP1 (human) relaxin receptor antagonism. 350,000 tested, 0.59% active. activity change, negative = inhibition, % at 57.5 µM. HEK293-RXFP1, relaxin-stimulated cAMP HTRF, 30 min; stronger effect = lower value;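 active = activity change of -60% or lower, but not beyond a set lower limit; inconclusive = change between -60% and -40%, or beyond the set limit; inactive = change above -40%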; also: % is scaled to controls: 0 for no effect and ±100 for the full control effect
Target sequence (Q9HBX9 whole entry, looked up): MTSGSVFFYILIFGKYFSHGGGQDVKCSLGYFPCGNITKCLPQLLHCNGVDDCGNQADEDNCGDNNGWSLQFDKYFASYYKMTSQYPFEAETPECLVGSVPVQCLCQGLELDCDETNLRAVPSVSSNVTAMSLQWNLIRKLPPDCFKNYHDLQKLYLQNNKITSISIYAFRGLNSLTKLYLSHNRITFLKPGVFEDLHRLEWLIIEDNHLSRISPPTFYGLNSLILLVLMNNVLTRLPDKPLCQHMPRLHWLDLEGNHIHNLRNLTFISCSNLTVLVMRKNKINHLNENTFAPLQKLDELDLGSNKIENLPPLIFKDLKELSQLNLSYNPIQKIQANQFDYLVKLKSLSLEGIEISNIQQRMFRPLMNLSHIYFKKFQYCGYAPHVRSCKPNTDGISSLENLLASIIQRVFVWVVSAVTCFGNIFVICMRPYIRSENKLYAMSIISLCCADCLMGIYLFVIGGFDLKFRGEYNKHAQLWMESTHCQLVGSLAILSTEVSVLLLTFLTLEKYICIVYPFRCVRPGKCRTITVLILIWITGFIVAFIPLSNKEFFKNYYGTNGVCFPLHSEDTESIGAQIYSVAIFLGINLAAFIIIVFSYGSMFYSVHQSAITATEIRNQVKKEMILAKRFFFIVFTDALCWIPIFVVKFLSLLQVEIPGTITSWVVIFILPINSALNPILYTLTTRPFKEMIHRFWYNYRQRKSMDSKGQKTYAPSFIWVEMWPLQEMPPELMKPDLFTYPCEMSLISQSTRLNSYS
D1 antagonist: human D1 dopamine receptor antagonism. HEK293 TREx D1 cells, calcium flux, dopamine EC80; stronger effect = lower value. 360,000 tested, 3.2% active. P21728. activity change, negative = inhibition, % at 10 µM; in the data active = activity change below about -30%; also: % is scaled to controls: 0 for no effect and ±100 for the full control effect
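Using tetracycline-induced force-coupled D1 Hek293 cells and a calcium dye, signals were followed for 180 s after compound, then for 180 s after EC80 dopamine, to detect inhibitors.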
D1 agonist: human D1 receptor agonism; HEK293 T-REx D1 cells, calcium flux, agonist mode; activation, % at 2 µM; 360,000 tested, 1% active; in the data active = activation above about 30%; also: 0% is about no effect
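Tetracycline-induced HEK293 TREx D1 cells, force-coupled to calcium signalling, were dye-loaded with a no-wash calcium kit. Compound was pin-added after a 10 s baseline. Fluorescence was read kinetically at 1 cycle/s for 180 s, with calcium rises flagged as agonism.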
D2 PAM: positively modulates the human D2 dopamine receptor allosterically; HEK293 T-REx D2, calcium flux, EC20 dopamine potentiation; potentiation, % at 10 µM; 340,000 tested, 0.34% active; AID 485347; P14416;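 active = potentiation over 3 SD above the plate norm, cut at about 30% in these data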; also: 0% is about no effect
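Tetracycline-induced HEK293 T-REx cells force-coupled to calcium signalling expressed D2; compounds were pin-added after a 10 s baseline, read kinetically 180 s, then an EC20 dopamine challenge followed with a further 180 s calcium read.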
Glioma ERSR ind: ER stress response induction in glioma | Potency, µM, for the others: at the highest dose activation, hits mostly activators | U87-MG GRP78 promoter luciferase reporter, 16 h | AID 602332 | 420,000 tested, 0.02% active; also: potency is read from the fitted curve at half-maximal effect; series mostly up to about 76 µM; % of control where 0% means no effect; nearly all actives have a fitted effect of over 35% in size
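Stably transfected U87-MG human glioma cells carrying a GRP78-based luminescent sensor were seeded at 1000 cells/well, pin-dosed with compounds and incubated 16 h. Luciferase reagent was then added, and end-point luminescence was read after 10 min at room temperature.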
D1 PAM: human D1 dopamine receptor positive modulation; P21728; potentiation, % at 10 µM; 360,000 tested, 0.036% active; AID 504651; HEK293 TREx D1 cells, calcium flux, dopamine EC20 potentiation; in the data active = potentiation above about 30%; also: 0% is about no effect
Vif-A3F inh: blocks the Vif interaction with APOBEC3F; HeLa A3F-eYFP + Vif (tagged APOBEC3F with the HIV-1 protein that degrades it), YFP fluorescence increase; Potency, µM (doses to about 46.1 µM), inactives show at the top dose activity, negative = active; 390,000 tested, 0.2% active; also: potency is read from the fitted curve at half-maximal effect; % of control where 0% means no effect; nearly all actives have a fitted effect of over 65% in size
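HeLa cells stably expressing Vif plus C-terminally eYFP-tagged A3F were seeded, incubated overnight at 37 deg C, dosed with compound, incubated overnight again at 37 deg C. Yellow fluorescence (Ex 488/Em 500-530) reported blocked Vif-mediated A3F-eYFP degradation.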
RXFP1 agonist: activates the human relaxin receptor RXFP1; Q9HBX9; HEK293T-RXFP1 cAMP TR-FRET, 30 min; response scale: percent of porcine relaxin response, buffer zero; Potency, µM (highest dose often 57.5 µM), for inactives: at the top dose activation, most hits filed as activators; 370,000 tested, 0.3% active; AID 2676; also: potency is read from the fitted curve at half-maximal effect; % is scaled to controls: 0 for no effect and ±100 for the full control effect; nearly all actives have a fitted effect of over 60% in size; many of its hits are not listed in these tables
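HEK293 cells stably expressing RXFP1, treated 30 min at 37C with compounds plus PDE4 inhibitor Ro 20174; cAMP measured by HTRF TR-FRET. Normalized to buffer and 29 nM porcine relaxin; EC50 by Hill fit.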
* hit, by the source's call; ? = inconclusive; . = no result given. Unless noted, calls follow the shape of the dose curve; as a rule, active = well fitted curve in the direction sought with a large enough effect; inconclusive = small, poorly fitted or top-dose-only effect, or another doubt; inactive = no such curve, though single readings can be large; an effect the other way counts as inactive or inconclusive. Some of the compounds tested; count on the stated rates, not on these rows.

SMILES	Vif-A3G inh	RXFP1 antag	D1 antagonist	D1 agonist	D2 PAM	Glioma ERSR ind	D1 PAM	Vif-A3F inh	RXFP1 agonist
CC(C)(C)NCC(O)COc1ccc(Br)cc1 (configuration not stated)	-5%	-3	9	5	-6	0%	-4	2%	-1.2%
CCn1c(CC(=O)Nc2ccc(Cl)c(Cl)c2)nnc1SCc1ccc(C)cc1	-2%	-4	-1	1	3	-5%	-11	4%	0.6%
O=C(OC1CCOC1=O)c1cc(-c2cccs2)nc2ccccc12 (configuration not stated)	-5%	-9	-1	2	11	12%	-1	-4%	?
Cc1cc(C)cc(N(CC(=O)NC2CCCCC2)C(=O)CCCC(=O)Nc2ccccn2)c1	-2%	-18	6	2	-10	-4%	-2	3%	-0.6%
COc1ccccc1-n1cnnc1SCC(=O)NC1CCS(=O)(=O)C1 (configuration not stated)	0%	-15	8	3	10	-5%	1	-8%	2.6%
CC(C)c1ccc(NC(=O)CN2C(=O)COc3ccc(S(=O)(=O)N4CCCCC4)cc32)cc1	0%	-23	1	5	-3	-3%	-3	4%	0.1%
COc1ccc2[nH]c(=O)c(CNc3cc(C)ccc3C)cc2c1	-3%	-10	-12	0	-5	-3%	-3	-8%	1.2%
COC(=O)CSc1nnc(CNC(=O)c2cc(OC)cc(OC)c2)n1-c1ccc(F)cc1	0%	0	6	0	-12	-4%	-3	0%	1.1%
O=C(Nc1ccc(N2CCC(c3ccccc3)C2)c(C(=O)O)c1)c1ccc(Cl)cc1 (configuration not stated)	-11%	-6	-5	2	10	15%	-4	2%	5.1%
CCOc1cc(/C=C2/NC(=O)NC2=O)cc([N+](=O)[O-])c1O	2%	-38	-3	1	-1	0%	4	1%	0.2%
COCC(=O)NCCNc1nc2ccc(C)cc2cc1C	2%	-2	5	8	-2	2%	-1	0%	0.4%
CCC(=O)Nc1ccc2c(c1)nc(CCN1CCCCC1)n2C	1%	-1	3	1	-2	-5%	-3	-9%	1.9%
COc1ccccc1C(=O)Nc1c(C(=O)c2ccccc2)oc2ccccc12	-8%	.	22	4	-3	1%	6	-8%	11%
O=C(/C=C/c1cccs1)Nc1ccc(S(=O)(=O)Nc2ncccn2)cc1	-6%	-1	18	2	-2	-1%	-2	-16%	4.4%
Cc1c(NCc2cccnc2)cccc1C(=O)O	2%	6	-1	5	10	-4%	1	15%	-0.1%
c1ccc(-c2cn(C[C@H]3CC[C@@H]([C@@H]4CC[C@H](Cn5cc(-c6ccccn6)nn5)O4)O3)nn2)nc1	4%	.	-3	2	-17	-3%	-1	-1%	-1.1%
CCCOc1ccc(C(=O)NC(=S)Nc2nc3ccc(C)cc3s2)cc1	.	.	4	1	20	.	1	.	-1.6%
C=CCn1c(COc2cccc(C)c2C)nnc1SCC(=O)N1CCN(c2ccccc2)CC1	1%	2	-14	2	9	-6%	-8	-5%	0.1%
COc1ccc(-n2nc(C(=O)NCC(=O)NCC3CCCO3)c3ccccc3c2=O)cc1Cl (configuration not stated)	-1%	17	30	0	21	-3%	-6	-7%	1.9%
O=C(CCN1CCOCC1)NC12CC3CC(CC(C3)C1)C2	1%	10	9	4	-8	-4%	-3	4%	1.3%
O=C(NCC(=O)N(Cc1ccccc1)C(C(=O)NCC1CCCO1)c1ccccc1)c1ccco1 (configuration not stated)	2%	-3	8	2	25	-1%	-4	-12%	0.0%
COc1ccc(NC(=O)c2ccccc2SCc2ccccc2)cc1	1%	-1	.	.	.	1%	.	-14%	.
CCOCCCNC(=O)c1ccc2c(c1)N(Cc1ccccc1)C(=O)CS2=O (configuration not stated)	0%	.	-3	-1	4	-6%	-6	-13%	0.4%
CSc1ncnc2c1ncn2CCCNCc1cccs1	1%	3	.	.	.	0%	.	-6%	.
CCOc1cc(N2CCOCC2)c(OCC)cc1NCC(=O)N1CCN(Cc2ccccc2)CC1	0%	2	-16	1	-5	-1%	-1	3%	-0.7%
COC(=O)c1ccccc1NC(=O)C1=CC(c2ccc3c(c2)OCO3)=NS(=O)(=O)N1C	-2%	-4	-8	0	1	0%	2	?	-3.0%
O=C(CSC1=NS(=O)(=O)c2cc(F)ccc2N1)Nc1ccccc1	-2%	-17	10	1	11	-5%	2	3%	-1.6%
Cc1noc(C)c1COc1ccc(C(=O)Nc2ccccc2)cc1	-12%	8	-17	2	1	0%	-2	-2%	4.3%
Cc1cc(C)n(CCC(=O)N/N=C/c2ccc(Br)c([N+](=O)[O-])c2)n1	-5%	-4	6	1	-9	-2%	-17	8%	1.6%
COc1ccc(C2NC(=O)CCC2[N+](=O)[O-])cc1 (configuration not stated)	-3%	-10	-5	0	-1	-4%	1	7%	-1.1%
CN(c1ccc(C(=O)NCCSC(C)(C)C)cc1)S(=O)(=O)c1ccccc1	2%	?	9	7	8	0%	-5	-1%	3.7%
Cc1c(NC(=O)COC(=O)c2ccccc2Cl)c(=O)n(-c2ccccc2)n1C	-2%	-5	3	1	1	-2%	-7	-1%	3.2%
O=C(NCCNc1ccc([N+](=O)[O-])cc1Cl)c1ccccc1F	-1%	6	-2	5	-1	0%	-7	2%	-0.9%
O=C(O)C1CCCN1C(=O)Oc1ccccc1 (configuration not stated)	-5%	4	-4	1	-5	0%	-5	-7%	-0.2%
CCOc1ccccc1N(CC(=O)N1CCN(Cc2ccccc2)CC1)S(=O)(=O)c1ccccc1	-1%	6	.	.	.	-5%	.	0%	.
CCCNS(=O)(=O)c1cccc(C(=O)OCc2cc(=O)oc3cc(OC)ccc23)c1	?	-13	2	12	6	1%	-3	6%	1.7%
COc1ccc(NS(=O)(=O)c2cccc(C(=O)NNC(=O)CNC(=O)c3ccccc3F)c2)cc1	0%	-1	-5	0	2	-8%	3	-5%	1.2%
CCCCCn1c(CN2CCN(C(=O)OCC)CC2)nc2c1c(=O)[nH]c(=O)n2C	-2%	-6	-2	0	-1	-5%	-7	1%	1.7%
COc1ccc(S(=O)(=O)NCCCN2CCOCC2)c2ccccc12	2%	-23	1	2	-8	-1%	-1	-7%	-0.1%
COc1ccc(C(=O)Nc2ccc(S(=O)(=O)Nc3cc(C)nc(C)n3)cc2)cc1OC	8%	-1	-6	4	-2	-4%	-4	6%	-1.5%
CCN(CC)CCn1c2c(c(SCC(=O)NCc3ccccc3)nc1=O)CCCC2	4%	-4	-2	1	10	-1%	3	6%	4.6%
Cc1ccc(C)c(COC(=O)c2cc(S(=O)(=O)N3CCCCC3)ccc2N2CCOCC2)c1	1%	-12	6	1	0	-4%	0	3%	0.8%
COc1ccc(CNC(=O)COc2ccc([N+](=O)[O-])cc2)cc1	-2%	-19	-6	1	7	-1%	-1	-2%	-0.1%
O=C(NNc1ccc(Cl)cc1)C1CCC1	0%	-4	11	1	15	1%	-1	-8%	2.2%
CC1(C)CC2CC(C)(CN2C(=O)CN2C(=O)c3ccccc3C2=O)C1 (configuration not stated)	0%	0	5	7	-11	-3%	1	-3%	-0.5%
Cc1ccc(-c2noc(CCCC(=O)NCC3CCCO3)n2)cc1 (configuration not stated)	-2%	-12	-1	11	2	-10%	.	3%	2.7%
CCOC(=O)C(C)N(c1ccccc1Cl)S(C)(=O)=O (configuration not stated)	1%	.	14	2	4	-4%	-1	-7%	0.3%
Cc1ccnc(NC(=O)c2ccco2)n1	-1%	7	4	3	4	6%	-7	-2%	-0.3%
CCN(c1ccccc1)S(=O)(=O)c1ccc(OC)c(NC(=O)Cc2ccc(F)cc2)c1	1%	-8	-3	9	10	-4%	-2	-12%	-0.6%
CC(C)c1ccc(-c2noc(C3CCCN(S(C)(=O)=O)C3)n2)cc1 (configuration not stated)	5%	-9	3	0	1	6%	-7	-3%	-0.1%
Cc1ccc(OCC(=O)Nc2ccccc2N2CCOCC2)c(C)c1	-6%	-21	28	18	13	-4%	5	5%	0.8%
O=C1OCC2=C1C(c1ccc(F)cc1)c1cc3c(cc1N2)OCCO3 (configuration not stated)	-24%	-15	-4	2	3	-6%	7	-11%	-3.8%

Reformatted with bars between the fields: eleven of the compounds above
smiles | Vif-A3G inh | RXFP1 antag | D1 antagonist | D1 agonist | D2 PAM | Glioma ERSR ind | D1 PAM | Vif-A3F inh | RXFP1 agonist
COc1ccc(S(=O)(=O)NCCCN2CCOCC2)c2ccccc12 | 2% | -23 | 1 | 2 | -8 | -1% | -1 | -7% | -0.1%
COc1ccc(C(=O)Nc2ccc(S(=O)(=O)Nc3cc(C)nc(C)n3)cc2)cc1OC | 8% | -1 | -6 | 4 | -2 | -4% | -4 | 6% | -1.5%
CCN(CC)CCn1c2c(c(SCC(=O)NCc3ccccc3)nc1=O)CCCC2 | 4% | -4 | -2 | 1 | 10 | -1% | 3 | 6% | 4.6%
Cc1ccc(C)c(COC(=O)c2cc(S(=O)(=O)N3CCCCC3)ccc2N2CCOCC2)c1 | 1% | -12 | 6 | 1 | 0 | -4% | 0 | 3% | 0.8%
COc1ccc(CNC(=O)COc2ccc([N+](=O)[O-])cc2)cc1 | -2% | -19 | -6 | 1 | 7 | -1% | -1 | -2% | -0.1%
O=C(NNc1ccc(Cl)cc1)C1CCC1 | 0% | -4 | 11 | 1 | 15 | 1% | -1 | -8% | 2.2%
CC1(C)CC2CC(C)(CN2C(=O)CN2C(=O)c3ccccc3C2=O)C1 (configuration not stated) | 0% | 0 | 5 | 7 | -11 | -3% | 1 | -3% | -0.5%
Cc1ccc(-c2noc(CCCC(=O)NCC3CCCO3)n2)cc1 (configuration not stated) | -2% | -12 | -1 | 11 | 2 | -10% | . | 3% | 2.7%
CCOC(=O)C(C)N(c1ccccc1Cl)S(C)(=O)=O (configuration not stated) | 1% | . | 14 | 2 | 4 | -4% | -1 | -7% | 0.3%
Cc1ccnc(NC(=O)c2ccco2)n1 | -1% | 7 | 4 | 3 | 4 | 6% | -7 | -2% | -0.3%
CCN(c1ccccc1)S(=O)(=O)c1ccc(OC)c(NC(=O)Cc2ccc(F)cc2)c1 | 1% | -8 | -3 | 9 | 10 | -4% | -2 | -12% | -0.6%
